Compound activity (PubChem)
TcdB inh: TcdB glycohydrolase inhibition | TcdB glycohydrolase enzymatic assay, plate reader | inhibition, % at 9.99 µM | 350,000 tested, 0.24% active; in the data active = inhibition above about 10%
Target sequence (P18177 whole entry, looked up): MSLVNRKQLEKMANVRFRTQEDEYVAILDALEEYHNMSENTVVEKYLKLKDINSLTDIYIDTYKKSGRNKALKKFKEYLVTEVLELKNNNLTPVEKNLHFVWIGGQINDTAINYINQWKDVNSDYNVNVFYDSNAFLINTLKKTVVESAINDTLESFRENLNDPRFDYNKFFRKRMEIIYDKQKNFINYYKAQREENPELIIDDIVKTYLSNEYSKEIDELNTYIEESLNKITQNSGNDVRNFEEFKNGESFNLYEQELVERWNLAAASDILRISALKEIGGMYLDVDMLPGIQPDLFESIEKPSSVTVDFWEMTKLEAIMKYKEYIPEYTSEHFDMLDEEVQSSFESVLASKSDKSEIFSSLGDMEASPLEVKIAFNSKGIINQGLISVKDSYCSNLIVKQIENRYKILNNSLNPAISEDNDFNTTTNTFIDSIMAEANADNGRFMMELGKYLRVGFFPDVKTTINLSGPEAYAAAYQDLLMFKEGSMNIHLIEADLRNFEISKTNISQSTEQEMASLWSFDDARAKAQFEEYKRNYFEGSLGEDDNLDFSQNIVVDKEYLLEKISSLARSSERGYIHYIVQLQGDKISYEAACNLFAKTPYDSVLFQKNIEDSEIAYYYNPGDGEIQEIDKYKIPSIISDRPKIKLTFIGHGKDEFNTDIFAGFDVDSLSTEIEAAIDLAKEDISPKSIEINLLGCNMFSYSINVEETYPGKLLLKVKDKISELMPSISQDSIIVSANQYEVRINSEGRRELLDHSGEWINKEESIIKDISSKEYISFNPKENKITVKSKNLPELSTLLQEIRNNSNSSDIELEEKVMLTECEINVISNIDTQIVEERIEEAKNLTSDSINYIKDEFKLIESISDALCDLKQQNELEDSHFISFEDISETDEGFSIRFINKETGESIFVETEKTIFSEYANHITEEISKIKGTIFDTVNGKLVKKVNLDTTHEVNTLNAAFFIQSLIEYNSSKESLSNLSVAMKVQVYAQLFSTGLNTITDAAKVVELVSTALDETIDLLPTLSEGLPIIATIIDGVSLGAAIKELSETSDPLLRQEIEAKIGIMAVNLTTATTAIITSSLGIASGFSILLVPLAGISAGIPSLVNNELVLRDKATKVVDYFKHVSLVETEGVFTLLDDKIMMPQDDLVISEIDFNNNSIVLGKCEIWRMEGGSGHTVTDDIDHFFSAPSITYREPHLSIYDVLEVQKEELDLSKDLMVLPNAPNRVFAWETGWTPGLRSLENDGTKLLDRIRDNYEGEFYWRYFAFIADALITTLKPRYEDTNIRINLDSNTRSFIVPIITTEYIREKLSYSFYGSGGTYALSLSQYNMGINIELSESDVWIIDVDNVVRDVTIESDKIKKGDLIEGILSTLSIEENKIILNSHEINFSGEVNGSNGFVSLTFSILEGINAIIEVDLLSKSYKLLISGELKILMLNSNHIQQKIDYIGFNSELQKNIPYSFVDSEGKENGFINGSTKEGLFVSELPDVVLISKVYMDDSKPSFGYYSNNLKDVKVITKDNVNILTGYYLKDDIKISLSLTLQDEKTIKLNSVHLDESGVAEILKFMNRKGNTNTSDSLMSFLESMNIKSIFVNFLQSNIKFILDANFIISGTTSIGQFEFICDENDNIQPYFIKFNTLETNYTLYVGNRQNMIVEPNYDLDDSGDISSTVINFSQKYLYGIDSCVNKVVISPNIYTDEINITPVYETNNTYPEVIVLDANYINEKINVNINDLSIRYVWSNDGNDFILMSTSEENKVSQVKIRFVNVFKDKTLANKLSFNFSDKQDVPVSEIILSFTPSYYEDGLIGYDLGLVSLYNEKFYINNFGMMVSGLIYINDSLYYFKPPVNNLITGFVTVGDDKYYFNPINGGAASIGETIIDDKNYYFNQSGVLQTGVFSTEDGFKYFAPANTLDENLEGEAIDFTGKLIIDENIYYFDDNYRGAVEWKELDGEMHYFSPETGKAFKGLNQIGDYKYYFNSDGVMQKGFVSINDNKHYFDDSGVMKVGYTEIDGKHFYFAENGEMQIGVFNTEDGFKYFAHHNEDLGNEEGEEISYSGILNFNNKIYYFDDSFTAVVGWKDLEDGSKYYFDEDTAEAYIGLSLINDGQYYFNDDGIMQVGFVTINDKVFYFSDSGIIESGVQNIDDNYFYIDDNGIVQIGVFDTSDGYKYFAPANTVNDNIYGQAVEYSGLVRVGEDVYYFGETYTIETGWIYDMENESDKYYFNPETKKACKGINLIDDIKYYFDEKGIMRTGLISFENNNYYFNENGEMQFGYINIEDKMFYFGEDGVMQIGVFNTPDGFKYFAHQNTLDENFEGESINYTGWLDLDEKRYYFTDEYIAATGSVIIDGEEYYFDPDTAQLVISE
* hit, by the source's call; & = joins results of further samples. This is a subset; the hit share may differ from the screen's.

SMILES | TcdB inh
Cc1ccc(S(=O)(=O)N(C)C[C@@H]2OCCCC[C@H](C)Oc3ccc(NS(=O)(=O)c4ccc(F)cc4)cc3C(=O)N([C@@H](C)CO)C[C@@H]2C)cc1 | 0.9
C/C=C/c1ccc([C@H]2[C@@H](CNC(=O)CC)N(C(=O)COC)[C@H]2CO)cc1 | 0.6
O=C(c1ccccc1)N1CC2(C1)[C@@H](c1ccccc1)[C@@H](CO)N2C(=O)CC1CC1 | -0.5
CN(C)Cc1cn(CC[C@@H]2CC[C@@H](NS(=O)(=O)c3ccc(-c4ccccc4)cc3)[C@H](CO)O2)nn1 | 0.7
CCCNC(=O)C[C@H]1C[C@H]2c3cc(NS(C)(=O)=O)ccc3O[C@H]2[C@H](CO)O1 | 0.5
COc1ccc(NC(=O)Nc2ccc3c(c2)C(=O)N([C@H](C)CO)C[C@H](C)[C@H](CN(C)C(=O)Nc2ccc(OC)cc2)O3)cc1 | 0.8
CCC(=O)N1[C@@H]2Cn3c(ccc(-c4cccc(F)c4)c3=O)[C@H]1[C@@H](C(=O)OC)[C@@H]2CO | -1.1
CO[C@@H]1CN(C)C(=O)c2cc(NS(=O)(=O)c3ccc(C)cc3)ccc2OC[C@H](C)N(C(=O)NC(C)C)C[C@@H]1C | 1.3
C[C@H](CO)N1C[C@H](C)[C@@H](CN(C)C(=O)Nc2ccc3c(c2)OCO3)Oc2cc(C#Cc3cccnc3)ccc2S1(=O)=O | -2.9
O=C(C[C@@H]1CC[C@@H]2[C@H](COC[C@H](O)CN2CC2CC2)O1)NCc1ccc(Cl)cc1 | -2.3
Cc1ccc(S(=O)(=O)N[C@@H]2CC[C@@H](CCNC(=O)C3CC3)O[C@@H]2CO)cc1 | -1.4
COc1cccc(S(=O)(=O)Nc2ccc3c(c2)[C@@H]2C[C@H](CC(=O)O)O[C@@H](CO)[C@@H]2O3)c1 | -0.4

In a second layout: results already given
SMILES,TcdB inh
COc1ccc(NC(=O)Nc2ccc3c(c2)C(=O)N([C@H](C)CO)C[C@H](C)[C@H](CN(C)C(=O)Nc2ccc(OC)cc2)O3)cc1,0.8
CN(C)Cc1cn(CC[C@@H]2CC[C@@H](NS(=O)(=O)c3ccc(-c4ccccc4)cc3)[C@H](CO)O2)nn1,0.7
CCCNC(=O)C[C@H]1C[C@H]2c3cc(NS(C)(=O)=O)ccc3O[C@H]2[C@H](CO)O1,0.5

The list goes on:
SMILES | TcdB inh
C[C@H]1CCCCO[C@@H](CN(C)C(=O)C2CCCCC2)[C@@H](C)CN([C@@H](C)CO)C(=O)c2cc(NS(=O)(=O)c3ccccc3)ccc2O1 | 0.8
CN1c2ccc(-c3ccc(F)cc3)cc2[C@@H]2[C@@H](CCN2S(=O)(=O)c2ccc(F)cc2)[C@@H]1CO | -0.2
COc1ccccc1NC(=O)N1CC[C@H]2[C@@H]1c1cc(C#Cc3ccc(F)cc3)ccc1N(C)[C@H]2CO | 1.4
C[C@@H]1CCCCO[C@@H](CN(C)C(=O)C2CCCCC2)[C@H](C)CN([C@H](C)CO)C(=O)c2cc(NS(=O)(=O)c3ccc(Cl)cc3)ccc2O1 | -0.7
COc1cccc(NC(=O)N(C)C[C@H]2Oc3cc(C#Cc4ccncc4)ccc3S(=O)(=O)N([C@@H](C)CO)C[C@@H]2C)c1 | -0.6
C[C@@H]1CN([C@H](C)CO)S(=O)(=O)c2ccc(C#Cc3cccc(F)c3)cc2O[C@H]1CN(C)C(=O)CN1CCOCC1 | 1.4
CN(C)CC(=O)Nc1ccc2c(c1)[C@H]1C[C@@H](CC(=O)NC3CCCC3)O[C@@H](CO)[C@H]1O2 | 0.1
CCCNC(=O)N1C[C@H](O)COC[C@H]2O[C@@H](CC(=O)N[C@H]3CCN(Cc4ccccc4)C3)CC[C@@H]21 | 0.0
C[C@H](CO)N1C[C@H](C)[C@H](CN(C)C)Oc2cc(C#CC3CC3)ccc2S1(=O)=O | -8.5
CCCC(=O)Nc1ccc2c(c1)OC[C@H](C)N(Cc1ccccn1)C[C@@H](C)[C@@H](OC)CN(C)C2=O | 0.8
O=C(CN1CCOCC1)NCC[C@H]1CC[C@@H](NS(=O)(=O)c2ccc(Cl)cc2)[C@@H](CO)O1 | -0.1
OC[C@@H]1[C@@H](c2ccccc2)C2(CN(CC3CC3)C2)N1Cc1ccc(F)cc1 | 1.9
Cc1cc(NC(=O)OC(C)(C)C)c(-n2nnnc2C(C(=O)c2ccccc2)N2CCOCC2)cc1C (configuration not stated) | -3.5
CCC(=O)N1C[C@H](C)[C@@H](OC)CN(C)C(=O)c2ccc(NC(=O)Nc3ccc(Cl)cc3)cc2OC[C@@H]1C | -1.6
O=C(C[C@H]1C=C[C@H](NC(=O)C2CCOCC2)[C@@H](CO)O1)NCc1ccccc1Cl | 0.3
CN(C)C(=O)c1ccc(-c2ccc([C@H]3[C@H]4CN(C(=O)C5CCC5)CCCCN4[C@H]3CO)cc2)cc1 | -0.5
CC(C)C#Cc1ccc([C@@H]2[C@@H](CO)N3C(=O)CN(C(=O)NC4CCCCC4)C[C@H]23)cc1 | 0.3
CCCC(=O)Nc1ccc2c(c1)C(=O)N(C)C[C@H](OC)[C@@H](C)CN(Cc1ccc(-c3ccccn3)cc1)[C@H](C)CO2 | 1.2
C[C@@H]1CN([C@H](C)CO)C(=O)c2cc(C#CC3(O)CCCC3)cnc2O[C@H]1CN(C)Cc1ccccc1 | 0.2
C/C=C/c1ccc([C@@H]2[C@H](CO)N(C(=O)CC)C23CN(CCC(F)(F)F)C3)cc1 | 0.3
C[C@@H](NC(=O)C[C@H]1C=C[C@@H](NC(=O)CN2CCOCC2)[C@@H](CO)O1)c1ccccc1 | -0.1
O=C(C[C@H]1C[C@H]2c3cc(NC(=O)c4ccc5c(c4)OCO5)ccc3O[C@H]2[C@H](CO)O1)NCc1cccnc1 | -0.4
Cc1ccccc1-c1ccc([C@H]2[C@@H](CO)N3CCCCN(S(=O)(=O)c4cn(C)cn4)C[C@H]23)cc1 | 0.2
CO[C@@H]1CN(C)C(=O)c2cc(NC(=O)C3CC3)ccc2OC[C@H](C)N(C(=O)c2ccncc2)C[C@H]1C | -0.7

Ordered by count of non-hydrogen atoms (rising): five of the compounds above
SMILES | TcdB inh
Cc1ccc(S(=O)(=O)N[C@@H]2CC[C@@H](CCNC(=O)C3CC3)O[C@@H]2CO)cc1 | -1.4
C/C=C/c1ccc([C@@H]2[C@H](CO)N(C(=O)CC)C23CN(CCC(F)(F)F)C3)cc1 | 0.3
O=C(C[C@H]1C=C[C@H](NC(=O)C2CCOCC2)[C@@H](CO)O1)NCc1ccccc1Cl | 0.3
CN1c2ccc(-c3ccc(F)cc3)cc2[C@@H]2[C@@H](CCN2S(=O)(=O)c2ccc(F)cc2)[C@@H]1CO | -0.2
C[C@H]1CCCCO[C@@H](CN(C)C(=O)C2CCCCC2)[C@@H](C)CN([C@@H](C)CO)C(=O)c2cc(NS(=O)(=O)c3ccccc3)ccc2O1 | 0.8

(listing goes on)
SMILES | TcdB inh
C[C@H](CO)N1C[C@H](C)[C@H](CN(C)C)Oc2ccc(NC(=O)Nc3cccc4ccccc34)cc2C1=O | 0.0
C[C@@H]1CN([C@H](C)CO)C(=O)c2cccc(NC(=O)c3ccc(-c4nccs4)cc3)c2O[C@@H]1CN(C)S(C)(=O)=O | -0.4
COc1ccc(S(=O)(=O)Nc2cccc3c2O[C@H](CN(C)Cc2ccc(-c4ccccc4)cc2)[C@H](C)CN([C@H](C)CO)C3=O)cc1 | -1.5
CCC(=O)N1CCCCN2[C@H](CO)[C@H](c3ccc(-c4cccnc4)cc3)[C@H]2C1 | 0.4
CN1[C@@H]2c3ccc(/C=C/c4ccccc4)c(=O)n3C[C@H]1[C@H](CO)[C@H]2C(=O)NC1CCCC1 | -1.0
Cc1noc(C)c1NC(=O)Nc1ccc2c(c1)C(=O)N([C@@H](C)CO)C[C@H](C)[C@@H](CN(C)Cc1ccc(Cl)c(Cl)c1)OCCCC[C@@H](C)O2 | 0.3
CC(=O)N1[C@@H](CO)[C@H](c2ccccc2)[C@@H]1CN(C)S(=O)(=O)c1ccccc1 | 0.4
C[C@@H]1CN([C@@H](C)CO)S(=O)(=O)c2ccc(-c3cncnc3)cc2O[C@@H]1CN(C)C(=O)C1CCC1 | 0.9
N#CCCN1CCC(N)=NC1=NC#N | -0.4
C[C@H](CO)N1C[C@H](C)[C@H](CN(C)S(=O)(=O)c2cccs2)Oc2ccc(NC(=O)CCC(F)(F)F)cc2CC1=O | 1.4
COc1ccc(NC(=O)Nc2ccc3c(c2)C(=O)N([C@@H](C)CO)C[C@@H](C)[C@@H](CN(C)C)O3)cc1 | 0.2
COc1ccc(NC(=O)Nc2ccc3c(c2)[C@H]2C[C@@H](CC(=O)N[C@@H](C)c4ccccc4)O[C@@H](CO)[C@H]2O3)cc1 | -1.0
C[C@@H]1CN([C@H](C)CO)C(=O)c2cccc(NS(=O)(=O)c3cccs3)c2O[C@@H]1CN(C)Cc1ccc(Cl)c(Cl)c1 | -0.2
C/C=C/c1ccc(C2[C@@H]3CN(C(=O)C4CCCC4)C[C@H]2N3)cc1 (some centres not stated) | -0.6&1.0
Cc1noc(C)c1NC(=O)Nc1cccc2c1O[C@H](CN(C)S(=O)(=O)c1cn(C)cn1)[C@@H](C)CN([C@@H](C)CO)C2=O | -0.4
O=C(CN1CCOCC1)N1C[C@@H]2N[C@H](C1)C2c1ccc(-c2ccccc2)cc1 (some centres not stated) | -0.5&-0.1
CCC(=O)N(C)C[C@@H]1Oc2cc(C#CC3CC3)ccc2S(=O)(=O)N([C@@H](C)CO)C[C@H]1C | 1.1
Cc1noc(C)c1NC(=O)N(C)C[C@H]1OCCCC[C@@H](C)Oc2ccc(NC(=O)c3ccncc3)cc2C(=O)N([C@@H](C)CO)C[C@H]1C | 1.1
O=C(C1CCCCC1)N1CC[C@@H]2[C@H]1c1cc(C#Cc3ccc(F)cc3)ccc1N[C@@H]2CO | -0.6
C[C@H]1CN([C@@H](C)CO)C(=O)Cc2cc(NC(=O)Nc3cccc4ccccc34)ccc2O[C@H]1CN(C)S(C)(=O)=O | -0.1
COc1ccc(S(=O)(=O)N2C[C@@H](O)COC[C@H]3O[C@H](CC(=O)N[C@H]4CCN(Cc5ccccc5)C4)CC[C@@H]32)cc1 | -1.9
O=C1O[C@@H](c2ccccc2)[C@@H](c2ccccc2)N2[C@@H](c3ccccc3OCCO)[C@]3(C(=O)Nc4ccc(C#CC5=CCCCC5)cc43)[C@@H](C(=O)N3CCN(c4ncccn4)CC3)[C@H]12 | 1.1
Cc1ccc(S(=O)(=O)Nc2ccc3c(c2)CC(=O)N([C@H](C)CO)C[C@@H](C)[C@@H](CN(C)Cc2ccncc2)O3)cc1 | 1.3
O=C(NCC(F)(F)F)[C@H]1[C@H](CO)[C@H]2Cn3c(cccc3=O)[C@@H]1N2C(=O)C1CCC1 | 0.8
COC(=O)c1cc2c(c3c4cc(F)ccc4n(S(=O)(=O)c4cccc(C)c4)c13)C(=O)N(c1ccc(OC)cc1)C2 | 2.0
C[C@@H]1CN([C@@H](C)CO)C(=O)c2cc(C#CC3CCCC3)cnc2O[C@@H]1CN(C)C(=O)Nc1ccccc1 | 0.6
Cc1ccccc1C(=O)N(C)[C@H]1C[C@H]2c3[nH]c4c(-c5ccccc5)cccc4c3CCN2C(=O)[C@H]1[C@H](C)O | -3.4
COc1cccc(S(=O)(=O)Nc2ccc3c(c2)[C@H]2C[C@H](CC(=O)N[C@@H](C)c4ccccc4)O[C@@H](CO)[C@H]2O3)c1 | -0.4
C[C@@H]1CN([C@@H](C)CO)C(=O)Cc2cc(NC(=O)Cc3cn(C)c4ccccc34)ccc2O[C@@H]1CN(C)Cc1ccc(-c2ccccc2)cc1 | -0.4
Cc1noc(C)c1NC(=O)N(C)C[C@@H]1Oc2c(NC(=O)C3CCOCC3)cccc2C(=O)N([C@@H](C)CO)C[C@@H]1C | 0.0
C[C@@H]1CN([C@H](C)CO)C(=O)CCCn2nncc2CO[C@@H]1CN(C)Cc1ccc(C(=O)O)cc1 | 0.0
C[C@@H]1CN([C@@H](C)CO)C(=O)c2cc(C#CC(C)(C)O)cnc2O[C@H]1CN(C)C(=O)C1CCC1 | -0.4
C[C@H]1CN([C@@H](C)CO)C(=O)c2cccc(NC(=O)C3CC3)c2O[C@@H]1CN(C)S(=O)(=O)c1cn(C)cn1 | -1.2
C[C@H]1CN([C@@H](C)CO)C(=O)c2cc(NS(=O)(=O)c3cn(C)cn3)ccc2O[C@@H]1CN(C)S(C)(=O)=O | -1.6
COCC#Cc1ccc([C@@H]2[C@H](CO)N3C(=O)CN(C(=O)C4CCC4)C[C@@H]23)cc1 | 0.7
CC(C)NC(=O)N(C)C[C@H]1OCCCC[C@@H](C)Oc2ccc(NC(=O)NC3CCCCC3)cc2C(=O)N([C@@H](C)CO)C[C@H]1C | 1.3
CCNC(=O)C[C@@H]1CC[C@@H]2[C@H](COC[C@H](O)CN2C(=O)c2cccnc2)O1 | -1.7
COc1ccc(C#Cc2ccc([C@H]3[C@H](CO)N4CCCCN(C)C[C@@H]34)cc2)cc1 | 0.5
O=C(Nc1cc(F)ccc1F)N1CCCCN2[C@@H](CO)[C@@H](c3ccc(C4=CCCCC4)cc3)[C@@H]2C1 | 2.1
COC(=O)[C@]12C[C@H](CC(=O)NCC34CC5CC(CC(C5)C3)C4)C(=O)N(Cc3ccc4c(c3)OCO4)C1=C[C@H](COCc1ccccc1)O[C@@H]2C | 2.6
CCC(=O)N1[C@@H]2Cn3c(cccc3=O)[C@H]1[C@@H](C(=O)NCc1ccc(F)cc1)[C@@H]2CO | 1.4
CO[C@H]1CN(C)C(=O)c2cc(NC(=O)Nc3ccccc3)ccc2OC[C@H](C)N(C(C)=O)C[C@H]1C | 1.8
C[C@H](CO)N1C[C@H](C)[C@H](CN(C)C(=O)Nc2ccc(F)cc2)OCc2ccccc2-c2ccccc2C1=O | -8.1
C[C@@H]1CN([C@@H](C)CO)C(=O)c2cc(NC(=O)NC3CCCCC3)ccc2O[C@@H]1CN(C)C(=O)Nc1ccc2c(c1)OCO2 | 0.6
